USP2a inh = qHTS Assay for Inhibitors of Ubiquitin-specific Protease USP2a Using CHOP2 as the Reporter; Ubiquitin carboxyl-terminal hydrolase 2 (Homo sapiens), O75604; USP2 core, Ub-CHOP2 coupled fluorogenic reporter, 485/531; 0.01% of 330,000 active; Potency, µM (top dose mostly 38.3 µM), inactives show top-dose activity change, negative = inhibition, actives largely listed as inhibitors; AID 463254, 2010;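 further: potency means the concentration at half of the fitted maximal effect; plate controls were DMSO wells for no effect and full inhibition by NEM control for full effect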
Target sequence (O75604 whole entry, looked up): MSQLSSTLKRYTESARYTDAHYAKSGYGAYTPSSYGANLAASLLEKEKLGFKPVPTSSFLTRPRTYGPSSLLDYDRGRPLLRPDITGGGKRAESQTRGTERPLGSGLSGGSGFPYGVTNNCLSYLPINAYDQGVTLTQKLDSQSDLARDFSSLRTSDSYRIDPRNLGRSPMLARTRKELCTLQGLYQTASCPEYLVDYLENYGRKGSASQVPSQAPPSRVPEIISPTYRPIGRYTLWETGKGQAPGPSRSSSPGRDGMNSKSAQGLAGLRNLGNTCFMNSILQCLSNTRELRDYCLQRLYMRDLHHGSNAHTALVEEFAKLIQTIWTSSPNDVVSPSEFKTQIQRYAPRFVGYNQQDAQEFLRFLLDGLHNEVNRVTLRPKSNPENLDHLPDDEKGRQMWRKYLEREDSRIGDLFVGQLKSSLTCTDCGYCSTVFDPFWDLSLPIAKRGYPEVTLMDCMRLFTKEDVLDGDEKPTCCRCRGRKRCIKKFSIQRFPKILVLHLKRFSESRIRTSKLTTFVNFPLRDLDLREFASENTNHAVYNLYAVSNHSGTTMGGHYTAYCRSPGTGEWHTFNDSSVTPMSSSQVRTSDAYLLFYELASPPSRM
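Deubiquitinase activity read as fluorescence (485/531 nm) after Ub-CHOP2 cleavage activates the enterokinase reporter on its substrate; USP2 core 10nM, Ub-CHOP2 and substrate 25nM each, 30min compound preincubation then 60min RT; data normalized to NEM, curves fitted.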
PKM2 act = qHTS Assay for Activators of Human Muscle isoform 2 Pyruvate Kinase. purified PKM2, Kinase-Glo ATP luminescence, activation; response scale: 0% is enzyme alone, no compound. Potency, µM (titrated, usually from 57.5 µM), for the others: top-dose activation, most hits filed as activators. 0.34% of 260,000 active. Pyruvate kinase PKM (Homo sapiens), P14618; further: potency means the concentration at half of the fitted maximal effect; on the % scale 0 is the no-effect control and ±100 the full control effect; nearly all actives have a fitted effect of over 55% in size
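hPK-M2, >95% pure; 0.1 mM ADP / 0.5 mM PEP final; imidazole pH7.2 buffer w/ 7 mM MgCl2, 50 mM KCl; 1 h RT; Kinase-Glo lum. Intermediate enzyme activity for dual inhibitor/activator qHTS.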
hERG WT inh = qHTS for Inhibitors of KCHN2 3.1: Wildtype qHTS; U2OS, BacMam KCNH2, thallium flux FluxOr; stronger effect = lower value; activity change, % at 1.84 µM; 0.37% of 340,000 active;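 active means maximum activity change below -70%; inconclusive means maximum activity change between -70% and -50%; inactive means maximum activity change above -50%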; further: on the % scale 0 is the no-effect control and ±100 the full control effect
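U2OS cells were transduced with wild-type KCNH2 virus (2.03 x 10^8 / mL) for 4 h at room temperature, then cultured overnight at 37 C. Thallium flux was read with FluxOr dye. Rate constants were normalized to DMSO controls.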
Giardia killer = Small Molecules that selectively kill Giardia lamblia: qHTS; Giardia lamblia trophozoite viability; 0.15% of 340,000 active; AID 540267, 2011; activity change, % at 7.66 µM, hits read low; in the data active means activity change below about -80%; inconclusive means between about -30% and that limit;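 further: parasites exposed to compound for two days anaerobically before the ATP read; on the % scale 0 is the no-effect control and ±100 the full control effect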
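Giardia trophozoites, 100 cells per well, were exposed to compounds for 48 hrs at 37 deg C under anaerobic conditions; viability was then read as ATP content by bioluminescence after 15-30 min at room temperature.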
KCNH2 3.1 block = qHTS for Inhibitors of KCHN2 3.1: Mutant qHTS; Potassium voltage-gated channel subfamily H member 2, brain isoform KCNH2 3.1 (human); U2OS KCNH2 3.1, thallium flux FluxOr; stronger effect = lower value; activity change, % (tested at about 1.8 µM); 0.95% of 340,000 active; AID 720553, 2013;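 active means maximum activity change below -70%; inconclusive means maximum activity change from -70% to -50%; inactive means maximum activity change above -50%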;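 further: thallium influx rate constant from kinetic fluorescence after stimulation buffer; on the % scale 0 is the no-effect control and ±100 the full control effect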
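U2OS cells transduced with KCNH2 3.1 mutant virus (1.77 x 10^8 /mL, 4 h), plated overnight at 37 C, loaded 45 min with FluxOr dye plus Red40 quencher. Thallium flux rate constant from kinetic reads after stimulation buffer, normalised to controls.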
GALK inhibitor = qHTS Assay for Inhibitors of Human Galactokinase (GALK); 0.007% of 270,000 active; Purified GALK, Kinase-Glo residual ATP luminescence; P51570; Potency, µM (titrated, usually from 57.5 µM), for inactives: at the top dose activity change, negative = inhibition, usual class: inhibitors; further: potency means the concentration at half of the fitted maximal effect; on the % scale 0 is the no-effect control and ±100 the full control effect
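Kinase-Glo Plus luminescence measured ATP left after a 1 h room-temperature reaction. The reaction used 5 nM GALK, 100 uM galactose and 35 uM ATP at pH 8.0 (20 mM HEPES, 5 mM MgCl2, 60 mM NaCl, 1 mM DTT, 0.01% BSA).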
FBPA coupling cs = qHTS Assay for Inhibitors of Fructose-1,6-bisphosphate Aldolase from Giardia Lamblia: Coupling assay counterscreen; coupling enzyme system counterscreen, AmpLite Red fluorescence; activity change, negative = inhibition, % at 58.2 µM, hits read low; 0.67% of 290,000 active; AID 2472, 2010; in the data active means activity change below about -30%; further: on the % scale 0 is the no-effect control and ±100 the full control effect
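Fluorescence at 525 nm excitation and 598 nm emission measured inhibition of the coupled detection system without aldolase. Compounds (at 57.5 uM final) were preincubated 10 min at room temperature with coupling enzyme reagent before a 20 min substrate/AmpLite Red step.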
B2AR arrestin = qHTS assay of beta-arrestin-biased ligands of beta2-adrenergic receptor; beta-arrestin recruitment to beta2AR, cell-based reporter; AID 492947, 2010; 0.02% of 330,000 active; Potency, µM (titrated, usually from 46.1 µM), for inactives: at the top dose activation, actives largely listed as activators;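 further: potency means the concentration at half of the fitted maximal effect; 0% = DMSO controls and full agonism = EC100 isoproterenol or metaproterenol; nearly all actives have a fitted effect of over 65% in size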
Target sequence (P07550 whole entry, looked up): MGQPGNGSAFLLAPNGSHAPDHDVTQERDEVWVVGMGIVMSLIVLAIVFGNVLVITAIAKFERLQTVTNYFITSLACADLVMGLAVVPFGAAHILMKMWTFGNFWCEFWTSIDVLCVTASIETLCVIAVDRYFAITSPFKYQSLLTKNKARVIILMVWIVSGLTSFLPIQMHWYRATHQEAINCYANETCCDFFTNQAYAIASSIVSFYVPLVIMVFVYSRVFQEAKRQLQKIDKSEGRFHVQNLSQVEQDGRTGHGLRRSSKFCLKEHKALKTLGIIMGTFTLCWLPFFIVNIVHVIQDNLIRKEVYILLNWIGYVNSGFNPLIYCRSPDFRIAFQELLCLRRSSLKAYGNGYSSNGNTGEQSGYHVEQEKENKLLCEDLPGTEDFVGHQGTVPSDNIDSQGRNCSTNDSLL
TRPV1 ag = HTS Assay for Compounds that Act as Agonists of the Vanilloid Receptor 1; activation, % at 8.33 µM; Transient receptor potential cation channel subfamily V member 1 (Homo sapiens), Q8NER1; AID 540275, 2011; 0.19% of 320,000 active; TRPV1-expressing cells, Fluo-8 calcium influx, agonist mode; in the data active means activation above about 80%; inconclusive means between about 30% and that limit; further: 0% is about no effect
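Cells expressing TRPV1 were dye-loaded with Fluo-8 and read kinetically: 10 s baseline, 3 min after compound (agonist portion), then 2 min after EC20 capsaicin (allosteric enhancer portion). Calcium-bound dye fluorescence at 480/520 nm.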
CXXC DNA block = qHTS Fluorescence Polarization Assay for Inhibitors of MLL CXXC domain - DNA interaction; 0.037% of 290,000 active; MLL-CXXC / FITC-HOXA9 DNA fluorescence polarization; Potency, µM (series often up to 115 µM), without a hit: top-dose activity change, negative = inhibition, hits mostly inhibitors; Histone-lysine N-methyltransferase 2A (Homo sapiens), Q03164; AID 2662, 2010; active means well fitted inhibition curve with a large enough effect in the polarisation, with a control signal flat, not every such curve was filed as active; inconclusive means small, poorly fitted or top-dose-only effect, or effect the other way, or a change in a side signal; inactive means no such curve, though single readings can be large or run the other way; the % refers to the polarisation; further: potency means the concentration at half of the fitted maximal effect
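Steps: dispense CXXC domain solution (7 uM) → pin compounds or unlabeled HOX-A9 DNA control → 5 min ambient → add FLSN-HOX-A9 solution (50 nM) → spin → 30 min ambient → fluorescence polarization. Tris pH 7.5/NaCl/DTT/BSA buffer.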
Menin MLL FP TR = qHTS Assay for Inhibitors Targeting the Menin-MLL Interaction in MLL Related Leukemias: Competition With Texas Red Labeled MLL-derived Mutant Peptide. O00255. Menin + Texas Red MLL mutant peptide, fluorescence polarization. Potency, µM (titrated, usually from 61.6 µM), for inactives: at the top dose FP activity change, negative = inhibition, actives largely listed as inhibitors. 0.23% of 270,000 active. AID 1768, 2009; active means well fitted inhibition curve with a large enough effect in the polarisation, with a control signal flat, not every such curve was filed as active; inconclusive means small, poorly fitted or top-dose-only effect, or effect the other way, or a change in a side signal; inactive means no such curve, though single readings can be large or run the other way; the % refers to the polarisation; further: potency means the concentration at half of the fitted maximal effect; % of control where 0% means no effect; many of its hits are not listed in these tables
* marks the source's active call; other numbers are inactive results; u = inconclusive; x = no result given; [ ] = dose if it differs, or a comment. Unless noted, the call rests on the fitted dose curve; in most records, active means well fitted curve in the direction sought with a large enough effect; inconclusive means small, poorly fitted or top-dose-only effect, or another doubt; inactive means no such curve, though single readings can be large; an effect the other way counts as inactive or inconclusive. These rows are one share of the data; count on the stated rates, not on these rows.

Start of the data: the first 5 entries as a preview:
SMILES	USP2a inh	PKM2 act	hERG WT inh	Giardia killer	KCNH2 3.1 block	GALK inhibitor	FBPA coupling cs	B2AR arrestin	TRPV1 ag	CXXC DNA block	Menin MLL FP TR
CCOc1ccc(-c2nc(CSCC(=O)N3CCN(C(=O)c4ccco4)CC3)c(C)o2)cc1	4%	12%	-3	15	5	1%	-1	-1.2%	x	-5%	-5%[11.7 µM]
O=[N+]([O-])c1cc2c(cc1/C=N/n1c(-c3ccccn3)n[nH]c1=S)OCO2	1%	-22%	-2	-4	-20	0%	-2	0.1%	-8	8%	0%
C/C(=N\OCC(=O)Nc1ccccc1C(C)(C)C)c1ccc2c(c1)OCCO2	-1%	-6%	-5	-16	-1	-2%	4	0.3%	18	15%	1%
C[C@H](CO)N1C[C@H](C)[C@@H](CN(C)C(=O)Nc2ccc3c(c2)OCO3)Oc2c(NC(=O)Nc3ccccc3)cccc2C1=O	-1%	x	1	-13	-5	x	x	-1.0%	x	x	x
Cn1c(=O)c2ncn(CC(=O)Nc3ccc(N4CCOCC4)cc3)c2n(C)c1=O	1%	-12%	-28	7	8	-3%	-4	-0.3%	4	-4%	-12%

All compounds of this part, from the first entry:
SMILES	USP2a inh	PKM2 act	hERG WT inh	Giardia killer	KCNH2 3.1 block	GALK inhibitor	FBPA coupling cs	B2AR arrestin	TRPV1 ag	CXXC DNA block	Menin MLL FP TR
CCOc1ccc(-c2nc(CSCC(=O)N3CCN(C(=O)c4ccco4)CC3)c(C)o2)cc1	4%	12%	-3	15	5	1%	-1	-1.2%	x	-5%	-5%[11.7 µM]
O=[N+]([O-])c1cc2c(cc1/C=N/n1c(-c3ccccn3)n[nH]c1=S)OCO2	1%	-22%	-2	-4	-20	0%	-2	0.1%	-8	8%	0%
C/C(=N\OCC(=O)Nc1ccccc1C(C)(C)C)c1ccc2c(c1)OCCO2	-1%	-6%	-5	-16	-1	-2%	4	0.3%	18	15%	1%
C[C@H](CO)N1C[C@H](C)[C@@H](CN(C)C(=O)Nc2ccc3c(c2)OCO3)Oc2c(NC(=O)Nc3ccccc3)cccc2C1=O	-1%	x	1	-13	-5	x	x	-1.0%	x	x	x
Cn1c(=O)c2ncn(CC(=O)Nc3ccc(N4CCOCC4)cc3)c2n(C)c1=O	1%	-12%	-28	7	8	-3%	-4	-0.3%	4	-4%	-12%
Cn1cnnc1SCC(=O)Nc1ccc2nc(SCc3ccccc3)sc2c1	-5%	-2%	16	5	16	-3%	-3	0.2%	8	14%	9%
CC1(C)Cc2nc3oc4c(NCCCN5CCOCC5)ncnc4c3cc2CO1	1%	-9%	-8	9	-9	1%	11	0.2%	0	1%	x
COc1ccc(C(=O)Nc2nc(CC(=O)NCc3ccc(F)cc3)cs2)cc1	1%	x	-5	-23	1	x	x	-0.4%	1	x	x
Cc1cc(C(C)(C)C)ccc1OCCCCN1CCCC1	1%	4%	43	-10	-47	3%	0	0.2%	1	5%	-16%
Cn1c(=O)n(CCN2CCOCC2)c(=O)c2c1nc1n2CCCN1c1ccccc1	-5%	0%	x	x	x	0%	5	3.8%	4	9%	-2%
COCCCNCCOCCOc1ccc(C)cc1[N+](=O)[O-]	0%	-1%	25	1	-11	-4%	2	0.1%	1	-2%	-6%
CC(Nc1nc(N2CCN(CCO)CC2)nc2ccccc12)c1ccccc1 (stereo not given)	3%	-5%	-4	-94*	-9	-3%	2	0.0%	5	10%	-2%
CN(Cc1ccccc1)C(=O)COC(=O)c1cc(=O)[nH]c2ccccc12	1%	x	2	-6	22	x	x	0.0%	x	x	x
CC1CC(=O)C2=C(C1)Nc1ccccc1N=C2 (stereo not given)	2%	8%	0	-11	0	1%	1	-0.2%	5	5%	1%
COc1ccc(NS(=O)(=O)c2cccc(C(=O)N/N=C(\C)c3ccncc3)c2)cc1	-1%	-5%	-10	4	3	1%	-2	-2.0%	0	12%	-7%
Cc1ccc(N2CCN(C(=S)Nc3ccccc3C)CC2)cc1	1%	0%	1	6	15	-2%	-2	-0.2%	0	2%	17%
CCOC(=O)Cc1nnc2c(Nc3ccccc3F)nc3nonc3n12	-2%	1%	-1	-9	7	-4%	3	0.1%	4	-8%	18%
C[N+]1(CC(=O)OCCCC2CCCCC2)CCCC1	-1%	4%	3	-9	6	0%	1	-0.1%	0	-10%	-2%
COc1ccccc1NCCC(=O)OCC(=O)NC1CCCC(C)C1C (stereo not given)	2%	-5%	9	12	-6	0%	3	-0.2%	14	3%	-7%
N#Cc1cc([N+](=O)[O-])cnc1N(CCO)CCO	-6%	-1%	3	-3	1	x	0	-0.1%	-3	-6%	-6%
CSc1ccccc1NC(=O)c1ccc(N2CCCC2=O)cc1	3%	x	-5	17	6	x	x	-0.1%	1	x	x
COc1ccc(CCNC(=O)C(=O)NCC2OCCN2S(=O)(=O)c2cccs2)cc1 (stereo not given)	0%	-8%	12	1	7	5%	0	-1.0%	3	u	7%
COc1ccc(Oc2c(C)oc3cc(OC(=O)N4CCOCC4)ccc3c2=O)cc1	-2%	0%	-6	10	7	0%	0	-1.5%	1	-2%	4%
COn1c(-c2ccc(C)cc2)nc2ncccc21	1%	x	-1	-8	4	x	-1	0.1%	1	-2%	-13%
COc1ccc(NC(=O)c2ccc3nc[nH]c3c2)cc1	5%	x	2	-3	-4	0%	0	0.0%	10	63%[activator]	-9%
CN1CCN(S(=O)(=O)c2cccc(C(=O)Nc3cc(C(F)(F)F)ccc3N3CCCCC3)c2)CC1	-2%	x	2	-4	-11	x	x	0.0%	0	x	x
COc1ccc(C(=O)Oc2ccc(/C=N/NC(=O)c3ccccc3OC)cc2[N+](=O)[O-])cc1	4%	-8%	21	14	1	0%	0	-0.1%	0	210%[activator]	-4%
CC1=C(C(=O)Nc2ccccc2C(=O)NCCCOC(C)C)SCCO1	-2%	x	-8	31[activator]	4	x	3	-1.5%	7	0%	-13%
C/C(=N\Nc1ccc(Cl)c(C(=O)O)c1)c1cc2ccccc2o1	1%	-3%	9	12	3	4%	-5	0.1%	0	-4%	u
CCOc1ccc(NC(=O)CN(C)C(=O)c2cc(C)nc3ccccc23)cc1OCC	-1%	x	6	8	2	x	x	0.3%	1	x	x
O=C(COc1ncnc2ccccc12)NCCc1ccccc1	-2%	-10%	3	-13	-4	-2%	0	0.3%	1	3%	-5%
Cc1ccc(C(=O)N2CCN(c3ccccn3)CC2)cc1	0%	8%	-1	-2	-9	2%	0	-0.2%	8	-10%	-17%
CCOCC(=O)Nc1nnc(C2CCCCC2)s1	0%	3%	-5	7	8	2%	-1	-1.0%	4	-5%	-10%
COc1ccc(Cl)cc1-n1c(N)c(C(N)=O)sc1=S	0%	-3%	-22	3	12	2%	2	0.0%	-1	-10%	7%
Brc1ccc(-c2nc(-c3ccccn3)no2)o1	0%	-67%	3	10	-11	5%	-4	-0.8%	0	-4%	0%
COc1cc(Cl)ccc1OCc1cc(C(=O)N2CCN(c3ccccn3)CC2)no1	-1%	x	1	7	-7	3%	0	0.3%	7	19%	0%
COC(=O)C1=C(NC(=O)c2cccc(OC)c2)CCS1	-1%	-3%	4	-5	22	3%	0	-0.2%	12	0%	-7%
COCCCNC(=O)c1cc(C(=O)c2ccccc2Br)c[nH]1	14%	1%	-2	13	9	0%	0	-0.1%	4	14%	10%
O=C(c1ccccc1)N1CCN(c2ccc(N3CCOCC3)nn2)CC1	-1%	x	7	16	6	x	x	0.3%	-5	x	x
COc1ccc2c(c1OC)C(=O)N1C2SC[C@H]1C(=O)NC1CC(C)(C)NC(C)(C)C1 (stereo not given in full)	-7%	-10%	1	-15	3	-5%	-1	0.4%	2	12%	-29%
